# From PubChem
# Pol iota inh: blocks human DNA polymerase iota activity | actives 1% (n = 390,000) | Potency, µM (doses to about 115 µM), for the others: at the highest dose activity, negative = inhibition, most hits filed as inhibitors | Pol iota fluorescent replication assay, 10 min | Q9UNA4 | AID 588590
#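 Fluorescent replication assay read twice, at 0 min and 10 min after adding 50 nM (final) substrate. Enzyme (10 nM) and compounds were first incubated 15 min at room temperature; enzyme-free buffer wells were negative controls.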
# POLH inh: inhibitors of human DNA polymerase eta. Q9Y253. recombinant Pol eta, fluorescent DNA replication assay. Potency, µM (titrated, usually from 114 µM), for inactives: top-dose activity change, negative = inhibition, actives largely listed as inhibitors. actives 1.2% (n = 390,000). AID 588591; also: % is scaled to controls: 0 for no effect and ±100 for the full control effect
# Target sequence (Q9Y253 whole entry, looked up): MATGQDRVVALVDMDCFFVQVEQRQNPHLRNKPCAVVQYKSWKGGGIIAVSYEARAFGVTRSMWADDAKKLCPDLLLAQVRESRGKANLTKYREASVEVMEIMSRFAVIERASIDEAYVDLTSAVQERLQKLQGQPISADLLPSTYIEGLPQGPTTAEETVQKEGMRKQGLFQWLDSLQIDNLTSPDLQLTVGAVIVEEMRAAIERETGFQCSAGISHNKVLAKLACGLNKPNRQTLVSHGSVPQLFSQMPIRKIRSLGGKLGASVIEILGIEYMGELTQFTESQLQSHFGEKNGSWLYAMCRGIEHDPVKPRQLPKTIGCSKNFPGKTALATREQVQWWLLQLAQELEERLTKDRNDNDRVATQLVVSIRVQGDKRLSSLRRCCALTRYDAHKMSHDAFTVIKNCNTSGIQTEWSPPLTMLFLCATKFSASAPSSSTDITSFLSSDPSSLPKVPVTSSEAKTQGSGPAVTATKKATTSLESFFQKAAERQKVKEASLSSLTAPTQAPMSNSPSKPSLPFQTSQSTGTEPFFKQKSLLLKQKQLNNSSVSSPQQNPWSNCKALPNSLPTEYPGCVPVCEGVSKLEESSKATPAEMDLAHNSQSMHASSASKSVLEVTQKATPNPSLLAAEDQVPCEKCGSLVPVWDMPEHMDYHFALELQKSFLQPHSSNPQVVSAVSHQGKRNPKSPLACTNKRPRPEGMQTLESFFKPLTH
#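 Pol eta at 10 nM preincubated with compounds 15 min at room temperature; reaction started with fluorescent substrate (50 nM final) and read kinetically at 0 and 10 min.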
# BAZ2B block: inhibitors of human BAZ2B bromodomain. AlphaScreen BAZ2B-H3K14Ac peptide displacement. Potency, µM (highest dose often 114 µM), inactives show at the top dose activity change, negative = inhibition, usual class: inhibitors. actives 4.4% (n = 360,000). AID 504333; also: % is scaled to controls: 0 for no effect and ±100 for the full control effect; nearly all actives have a fitted effect of over 60% in size
#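 AlphaScreen luminescence quantifies BAZ2B engagement of H3K14Ac peptide; the protein and biotinylated peptide are both at 50 nM final, buffer PBS pH 7.4 with 0.01% Tween-20, all steps at room temperature.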
# BLM inh: inhibitors of human Bloom syndrome helicase BLM | actives 0.2% (n = 350,000) | recombinant BLM DNA unwinding, fluorescence dequenching | Potency, µM (doses to about 56.1 µM), for inactives: at the highest dose activity change, negative = inhibition, usual class: inhibitors | P54132;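 also: plate controls were vehicle for no effect and no enzyme for full effect; nearly all actives have a fitted effect of over 35% in size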
# Pol beta inh: DNA polymerase beta (human) inhibition | P06746 | Pol beta primer extension/strand displacement, fluorescence kinetic | Potency, µM (titrated, usually from 114 µM), without a hit: top-dose activity change, negative = inhibition, hits mostly inhibitors | actives 1.3% (n = 340,000) | AID 485314; also: % is scaled to controls: 0 for no effect and ±100 for the full control effect
#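 10 nM enzyme + cpd, 15 min RT; start with substrate 50 nM final; read 0 min and after 10 min RT. Corrected, normalized data; 4-parameter Hill curve fit.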
# JMJD2A Tudor: JMJD2A Tudor domain (human) inhibition | O75164 | AlphaScreen JMJD2A-Tudor / H3K4me3 peptide binding | Potency, µM (titrated, usually from 114 µM), without a hit: at the highest dose activity change, negative = inhibition, usual class: inhibitors | actives 4.4% (n = 390,000); also: % is scaled to controls: 0 for no effect and ±100 for the full control effect; nearly all actives have a fitted effect of over 50% in size
# APEX1 inh: inhibitors of human APE1 endonuclease | P27695 | Potency, µM (doses to about 65.8 µM), for the others: at the top dose activity change, negative = inhibition, hits mostly inhibitors | recombinant APE1, TAMRA/BHQ-2 abasic DNA cleavage fluorescence | actives 0.35% (n = 350,000) | AID 2517;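 also: plate controls were vehicle for no effect and reference inhibitor for full effect; nearly all actives have a fitted effect of over 55% in size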
# Target sequence (P27695 whole entry, looked up): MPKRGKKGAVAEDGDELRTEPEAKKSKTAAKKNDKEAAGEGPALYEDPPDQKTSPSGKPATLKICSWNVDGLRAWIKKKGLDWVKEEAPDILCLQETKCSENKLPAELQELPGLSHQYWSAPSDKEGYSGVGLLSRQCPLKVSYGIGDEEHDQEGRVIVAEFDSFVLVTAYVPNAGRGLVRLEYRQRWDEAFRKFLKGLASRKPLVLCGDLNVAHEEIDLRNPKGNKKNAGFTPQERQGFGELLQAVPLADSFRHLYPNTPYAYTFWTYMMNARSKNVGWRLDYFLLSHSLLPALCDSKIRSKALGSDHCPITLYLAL
#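 Quantitative HTS: incision of a TAMRA/BHQ-2 double-stranded substrate bearing a tetrahydrofuran abasic site by 0.75 nM APE1 raises fluorescence. Substrate 50 nM final, added after 15 min compound preincubation at room temperature; progress as third-minus-first kinetic read difference.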
# Pol kappa inh: inhibitors of human DNA polymerase kappa | Q9UBT6 | purified Pol kappa, fluorescent DNA synthesis assay, 10 min | Potency, µM (titrated, usually from 107 µM), inactives show at the top dose activity, negative = inhibition, hits mostly inhibitors | actives 0.53% (n = 400,000); also: % is scaled to controls: 0 for no effect and ±100 for the full control effect
#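 Pol kappa 10 nM + cpd, 15 min RT; start w/ substrate 50 nM final; fluorescence kinetic read, 0 and 10 min. Neg ctrl: buffer, no enzyme.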
# G9a block: G9a (human) methyltransferase inhibition; G9a H3K9 monomethylation, AlphaScreen, 2 h; Potency, µM (highest dose often 102 µM), without a hit: at the top dose activity, negative = inhibition, most hits filed as inhibitors; AID 504332; Q96KQ7; actives 8.8% (n = 350,000); also: % is scaled to controls: 0 for no effect and ±100 for the full control effect; nearly all actives have a fitted effect of over 75% in size
#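 AlphaScreen read-out: biotin-H3K9 peptide (500 nM) methylation by 20 nM enzyme with 20 uM SAM, 2 h at room temperature after 15 min compound preincubation; anti-monomethyl H3K9 antibody plus donor/acceptor beads, 10 min dark.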
# An asterisk follows results filed as active; ? = inconclusive; / = not tested or not shown; & = joins results of further samples; [ ] = another dose, or the depositor's remark. Calls follow the shape of the dose curve; as a rule, active = well fitted curve in the direction sought with a large enough effect; inconclusive = small, poorly fitted or top-dose-only effect, or another doubt; inactive = no such curve, though single readings can be large; an effect the other way counts as inactive or inconclusive. Potency is read from the fitted curve at half-maximal effect. These rows are one share of the data. The share of hits here may be higher or lower than overall.
no.	structure	Pol iota inh	POLH inh	BAZ2B block	BLM inh	Pol beta inh
1	Cc1nc(N2CCN(Cc3ccc4c(c3)OCO4)CC2)[nH]c(=O)c1C	14%	-10%	4%	5%	10%
2	O=C(COC(=O)c1ccc([N+](=O)[O-])o1)Nc1cccc(S(=O)(=O)N2CCOCC2)c1	119%[activator]	-15%	-4%	-4%	11%
3	CC1CCN(c2nc(N(C)c3ccccc3)nc(N)c2[N+](=O)[O-])CC1	-20%	-16%	?	-11%	3%
4	Cn1c(CN2CCN(C(=O)c3ccc(F)cc3)CC2)nc2cc([N+](=O)[O-])ccc21	78%[activator]	-21%	9%	0%	31%
5	CCCCOc1ccc2c(C)cc(=O)oc2c1OCCCC	-2%	-24%	133%[activator]	-15%	0%
6	COc1cccc(C(=O)NCCc2csc3nc(-c4ccccc4F)nn23)c1OC	0%	-5%	1%	-4%	-3%
7	Cc1ccc(C(=O)C2CCN(C(=O)c3ccc(C)cc3)CC2)cc1	-7%	-3%	-1%	-4%	17%
8	CCc1ccccc1NC(=O)N[C@@H](C)C(=O)O	8%	8%	-35%	0%	12%

no.	JMJD2A Tudor	APEX1 inh	Pol kappa inh	G9a block
1	-12%	19%	-9%	18%
2	-6%	11%	-9%	?
3	?	?	-11%	?
4	-6%	3%	-6%	8%[59 µM]
5	51%[activator]	17%	-11%	15%[59 µM]
6	-10%	/	-13%[60.1 µM]	1%[59 µM]
7	-6%	15%	-17%	17%[0.501 µM]
8	-16%	-1%	4%	?

# New compounds follow
no.	structure	Pol iota inh	POLH inh	BAZ2B block	BLM inh	Pol beta inh
9	C#CC(C)(CC)NC(=O)c1cc2cccc(CC=C)c2oc1=O (stereo unspecified)	-21%	-2%	16%	-4%	-19%
10	CN(Cc1ccccc1)C(=O)c1ccccc1C(=O)O	49%[activator]	-23%	/	0%	-23%
11	Cc1c(NC(=O)COc2ccc3ccccc3c2)c(=O)n(-c2ccccc2)n1C	-19%	-6%	-22%	-3%	-22%
12	CC1CN(CCCCSc2ccc(Cl)cc2)CC(C)O1 (stereo unspecified)	-18%	-7%	?	-7%	8%
13	COc1ccc(Oc2nccc(-c3ccc(F)cc3)c2C#N)cc1	16%	-6%	12%	-2%	14%
14	COCCNC(=O)CN1C(=O)c2cccnc2Sc2ccccc21	2%	-5%	-17%	1%	-2%
15	Cc1ccc(C)c(/C(O)=C2\C(=O)C(=O)N(CCCN3CCOCC3)C2c2cccnc2)c1 (stereo unspecified)	21%	-5%	11%	0%	1%
16	C[C@H]1NC(=O)[C@@]2(C)[C@H](c3ccccc3)[C@H]3COc4ccccc4[C@@H]3N2C1=O	5%	-12%	/	/	/

no.	JMJD2A Tudor	APEX1 inh	Pol kappa inh	G9a block
9	-2%	7%	-1%	-5%[12.7 µM]
10	-9%	-3%	-3%	-34%
11	?	40%[activator]	3%	-7%
12	18µM*	17%	-15%	22µM*
13	-6%	12%	-5%	/
14	-8%	/	-2%	6%[59 µM]
15	-7%	-1%	-9%	?
16	-9%	?	-15%	/

# (further entries)
no.	structure	Pol iota inh	POLH inh	BAZ2B block	BLM inh	Pol beta inh
17	Cc1cc(C)c(C(=O)c2cccs2)c(C)c1	-2%	-23%	/	/	/
18	O=C(Cc1ccc(S(=O)(=O)N2CCOCC2)s1)Nc1cc(C(F)(F)F)ccc1N1CCCC1	-17%	-15%	-5%	/	/
19	CC(=O)N1c2ccccc2CC1C(=O)N1CCN(c2cccc(C)c2C)CC1 (stereo unspecified)	15%	-20%	-11%	-2%	-1%
20	CCC(Sc1nccn1C)C(=O)Nc1nnc(C)s1 (stereo unspecified)	-6%	-7%	8%	-2%	27%
21	Cc1cccc(C(=O)N/N=C/c2coc3ccccc3c2=O)c1	-2%	13%	2%	-7%	43%
22	Cc1cc(NC(=O)c2ccc(Cl)cc2)n(CCC#N)n1	33%[activator]	-19%	6%	-2%	26%
23	COc1cccc2[nH]c(C(=O)NN)c(N)c12	?	-22%	?	-15%	8%
24	COc1cccc(CNC(=O)c2ccc3nc(-c4ccc(F)cc4)c(-c4ccc(F)cc4)nc3c2)c1	-7%	?	-11%	-9%	8%

no.	JMJD2A Tudor	APEX1 inh	Pol kappa inh	G9a block
17	33%	/	4%	/
18	?	8%	-8%	50µM*
19	-2%	/	-7%[60.1 µM]	-2%[12.7 µM]
20	-1%	-3%	1%	-16%
21	-13%	7%	1%	/
22	-13%	24%	-4%	-3%
23	?	2%	-14%	50µM*
24	-24%	/	-12%[60.1 µM]	1%[59 µM]

# Complete entries, looked up by structure. Order of screens: Pol iota inh	POLH inh	BAZ2B block	BLM inh	Pol beta inh	JMJD2A Tudor	APEX1 inh	Pol kappa inh	G9a block
# CC(=O)N1c2ccccc2CC1C(=O)N1CCN(c2cccc(C)c2C)CC1 (stereo unspecified) in the list: 15%	-20%	-11%	-2%	-1%	-2%	/	-7%[60.1 µM]	-2%[12.7 µM]
# CCC(Sc1nccn1C)C(=O)Nc1nnc(C)s1 (stereo unspecified) in the list: -6%	-7%	8%	-2%	27%	-1%	-3%	1%	-16%
# Cc1cccc(C(=O)N/N=C/c2coc3ccccc3c2=O)c1 in the list: -2%	13%	2%	-7%	43%	-13%	7%	1%	/

# (next part)
no.	structure	Pol iota inh	POLH inh	BAZ2B block	BLM inh	Pol beta inh
25	CN1CCN(S(=O)(=O)c2cccc(C(=O)Nc3cc(Cl)ccc3N3CCOCC3)c2)CC1	32%[activator]	-25%	-3%	/	/
26	O=C(Nc1ccc2oc(=O)ccc2c1)c1cc2ccccc2o1	5%	?	-4%	-5%	1%
27	COc1ccc(C2c3c(oc4ccc(Cl)cc4c3=O)C(=O)N2CCCN(C)C)cc1OC (stereo unspecified)	-19%	-15%	0%	-1%	4%
28	Cc1nn(C)cc1CN(C)Cc1c(C(=O)N(C)Cc2ccccc2)nc2ccccn12	7%	1%	-13%	-4%	-8%
29	C=CCC1CCCC(=O)N2CCCC12 (stereo unspecified)	31%[activator]	-18%	/	3%[120 µM]	/
30	Fc1ccc(NCc2ccccc2F)cc1Cl	-23%	-9%	2%	-6%	27%
31	COc1cc(CNc2ccc(N3CCCC3)cc2)ccc1OCc1ccccc1	-8%	-15%	13µM*	-11%	10%
32	CN(C)S(=O)(=O)c1cccc(NC(=O)COC(=O)CCC(=O)c2ccc(F)cc2)c1	26%	-15%	6%	-4%	0%

no.	JMJD2A Tudor	APEX1 inh	Pol kappa inh	G9a block
25	-13%	5%	-7%	16µM*
26	-1%	-4%	-2%	6%[59 µM]
27	4%	/	-3%[60.1 µM]	-3%[59 µM]
28	-6%	4%	4%	-36%
29	-1%	4%	0%	-6%[135 µM]
30	53%[activator]	-3%	-13%	8%[0.501 µM]
31	35µM*	-3%	-10%	?
32	-8%	-7%	-7%	?

# (more compounds)
no.	structure	Pol iota inh	POLH inh	BAZ2B block	BLM inh	Pol beta inh
33	Cc1ccc(CNC(=O)c2ccc(NC3=NC4CS(=O)(=O)CC4S3)cc2)cc1 (stereo unspecified)	-11%	-11%	-23%	-2%	-3%
34	Cc1cc(NC(=O)CSc2nnc(C3CC3)n2-c2ccccc2)no1	45%[activator]	2%	1%	-2%	2%
35	Cn1c(=O)[nH]c(=O)c2c1nc(NCc1ccco1)n2CCCc1ccccc1	-3%	-9%	-14%	1%	20%
36	Cc1cc(Cl)ccc1NC(=O)C1CCN(S(C)(=O)=O)CC1	28%	-14%	-26%	-3%	3%
37	Cc1cccc(NC(=O)C2CCCN(S(=O)(=O)c3cccc4nsnc34)C2)c1 (stereo unspecified)	8%	1%	10%	-5%	3%
38	CC1SC2(NC1=O)C1CC3CC(C1)CC2C3 (stereo unspecified)	-17%	-14%	-3%	-4%	23%
39	COc1ccc(C(CC(=O)N2CCCCC2)c2c(OC)cc(OC)c3ccc(=O)oc23)cc1 (stereo unspecified)	-16%&12%	-5%	-2%	1%&-3%	5%
40	CCc1noc(C)c1C(=O)OCC(=O)Nc1ncc(Cl)cc1Cl	111%[activator]	-13%	-5%	-3%	22%

no.	JMJD2A Tudor	APEX1 inh	Pol kappa inh	G9a block
33	-11%	54%[activator]	-3%	26%
34	-14%	23%	0%	20%[59 µM]
35	-11%	-1%	0%	-1%[59 µM]
36	-3%	5%	-12%	-4%
37	-11%	-3%	-4%	10%[12.7 µM]
38	-4%	1%	0%	9%
39	-19%&-15%	-11%&14%	?	-4%[12.7 µM]
40	-1%	6%	-11%	/

# JMJD2A Tudor, hit marks shown above.
no. | compound | Pol iota inh | POLH inh | BAZ2B block | BLM inh | JMJD2A Tudor | APEX1 inh | Pol kappa inh | G9a block
12 | CC1CN(CCCCSc2ccc(Cl)cc2)CC(C)O1 (stereo unspecified) | -18% | -7% | ? | -7% | 18µM* | 17% | -15% | 22µM*
31 | COc1cc(CNc2ccc(N3CCCC3)cc2)ccc1OCc1ccccc1 | -8% | -15% | 13µM* | -11% | 35µM* | -3% | -10% | ?

# Later entries.
no.	structure	Pol iota inh	POLH inh	BAZ2B block	BLM inh	Pol beta inh
41	O=C(/C=C/c1ccc(Cl)cc1Cl)Nc1ccc(CN2CCOCC2)cc1	11%	-15%	?	6%	1%
42	CCOc1c(CNCCN2CCOCC2)cccc1OC	-7%	0%	-32%	3%	4%
43	COc1cc(C(=O)N2CCN(C(=O)C3CC3)CC2)cc(OC)c1OC	0%	-5%	-2%	0%	-24%
44	CC(=O)c1ccc(N2CCN(C(=O)Nc3ccc(C)cc3)CC2)cc1	14%&-1%	-17%	2%	-1%&1%	2%&1%
45	CCOC(=O)C(C(=O)OCC)C(c1ccccc1)N1CCN(c2ccccc2)CC1 (stereo unspecified)	-18%	?	/	/	/
46	O=C(c1ccco1)N1CCN(c2nc3ccsc3c(=O)s2)CC1	?	?	-29%	-8%	?

no.	JMJD2A Tudor	APEX1 inh	Pol kappa inh	G9a block
41	-26%	-2%	-3%[60.1 µM]	11%[59 µM]
42	-27%	0%	-16%	-10%[2.33 µM]
43	-1%	3%	-6%	9%[2.33 µM]
44	-16%&1%	-2%	-7%&12%	5%
45	7%	/	5%	/
46	-22%	16%	-11%	?
